# Screening data: PubChem BioAssay, Sanford-Burnham Center for Chemical Genomics
# H9c2 TAG inh = inhibitors of triacylglycerol accumulation, primary screen, cell-based, uHTS, fluorescence, H9c2 | H9c2 cells, Nile Red lipid (TAG) fluorescence; cells loaded with 200 µM oleic acid | inhibition, % at 12.5 µM | actives 0.66% (n = 230,000) | AID 651582, 2012;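 active = pattern-corrected inhibition of lipid staining of at least 50% with the nuclear-stain viability signal not falling by more than 50%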;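 note: 0% = DMSO wells and 100% = triacsin C control wells; some results filed as inactive read as strong as hits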
# H9c2 TAG inh DAPI viability = also measured in H9c2 TAG inh; calls as there; DAPI nuclei signal change (viability), lower = more cytotoxic, %;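 whole-well DAPI fluorescence read on a plate reader as a viability signal; minus 50 percent equals half of cells still viable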
# Starred values were filed as active, the others as inactive. An excerpt (hit frequency here may not be typical).
SMILES,H9c2 TAG inh,H9c2 TAG inh DAPI viability
O=C(c1ccccc1F)N1CCCC(C(=O)N2CCN(c3ccccc3)CC2)C1 (stereo not given),11,-12
CCOc1ccccc1N(CC)C(=O)c1cc2c(s1)-c1ccccc1S(=O)(=O)C2,-8,3
OC1(c2ccc(OC(F)F)cc2)CSC(=Nc2cccnc2)N1Cc1ccco1 (stereo not given),-26,7
Cc1nc(SCCOc2ccccc2)[nH]c(=O)c1Cc1ccccc1,-26,-10
O=S(=O)(c1ccc(Cl)cc1)n1nnc2ccccc21,10,-15
Cc1noc(C(F)(F)F)c1C(=O)NNC(=O)c1ccccc1,-3,2
CCc1ccccc1NC(=S)N(CCN1CCCCCC1)Cc1ccco1,-3,-1
O=C1NCCCc2c1oc1ccc(O)cc21,-1,-3
COc1ccc2c(c1OC)C(=O)N(c1ccccc1)C2=O,14,-15
O=c1c(-c2nc3ccccc3s2)cccn1Cc1ccc(Cl)c(Cl)c1,-7,41
CCC(=O)NCCC(c1ccco1)c1ccccc1OC (stereo not given),-23,11
Oc1ccccc1/C=C/c1noc(-c2ccccc2O)n1,-10,9
CC(C)CCn1cnc2c(oc3nc4c(cc32)CCCC4)c1=O,-5,17
COc1cc(CNCc2cc(OC)ccc2OC)cc(OC)c1,-18,14
CN(C(=O)c1cccc(NC(=O)Cc2ccc(NC(=O)C3CCN(C(=O)C4CC4)CC3)cc2)c1)C1CC1,-4,0
O=C(Nc1ccc(Cl)cn1)c1cccc2ccccc12,6,-7
NC(=O)c1c(NC(=O)Cn2nc(C(=O)O)c3ccccc3c2=O)sc2c1CCCC2,-9,15
O=S(=O)(NCc1ccc(Cl)cc1Cl)c1ccc(N2CCOCC2)nc1,5,-9
CN(C(=O)c1cccc(NC(=O)Cc2ccc(NC(=O)C3CCCN(S(=O)(=O)c4cccc([N+](=O)[O-])c4)C3)cc2)c1)C1CCCC1 (stereo not given),3,-2
Cc1c(Cl)c([N+](=O)[O-])nn1CC(=O)N1CCN(Cc2ccccc2)CC1,-12,1
Nn1c(-c2ccccc2)cc(-c2ccccc2)cc1=O,11,-2
Cc1ccc(S(=O)(=O)N2CCCC2)cc1C(=O)NCc1ccccc1CN1CCCC1,16,2
COc1ccc(C(=O)NCC(=O)OCCOc2ccc(Cl)cc2)cc1OC,-11,-2
COc1ccc(CCNS(=O)(=O)c2ccc3[nH]c(=O)[nH]c3c2)cc1,2,-4
CCS(=O)(=O)N1CCN(c2ccc(S(=O)(=O)N3CCOCC3)cc2)CC1,3,-7
CCOCCCNC(=O)CNC(=S)N(Cc1ccc(C)cc1)Cc1ccco1,10,1
CC(C)c1ccc(OCC(=O)NCc2ccccc2)cc1,-16,-5
COc1ccc(-c2noc(CCC(=O)N3CCN(c4ccccc4)CC3)n2)cc1,6,-9
CCc1c(C#N)c(SCCC(=O)Nc2ccc(C)cc2)nc2c1C(=O)CC(C)(C)C2,18,-4
Cc1c(Cl)cccc1NC(=O)CSc1ncnc2c1cnn2CCO,0,2

# The closing 2 records of the section above come first, to join the parts.
SMILES,H9c2 TAG inh,H9c2 TAG inh DAPI viability
CCc1c(C#N)c(SCCC(=O)Nc2ccc(C)cc2)nc2c1C(=O)CC(C)(C)C2,18,-4
Cc1c(Cl)cccc1NC(=O)CSc1ncnc2c1cnn2CCO,0,2
COc1ccc(C(CC(=O)N2CCCCC2)NC(=O)C(F)(F)F)cc1 (stereo not given),5,-15
O=S(=O)(NCc1ccccc1)c1ccc2c(c1)OCCO2,-36,5
Cc1cccc(Cn2ccc(N)n2)c1,1,-4
CN(CC(=O)Nc1ccc(F)cc1)C(=O)COC(=O)c1cccc(N(C)C)c1,-6,-4
CC(C)C(=O)N1CCC2(CC1)Oc1ccc(F)cc1C(=O)C21CC(c2ccccc2)=NO1 (stereo not given),60*,-27*
Cc1cccc2c1N1C(=O)c3c(C(=O)O)cccc3C1CC2C (stereo not given),10,-22
Cc1cc(-c2csc3nc[nH]c(=S)c23)cc(C)c1C,0,2
COC(=O)CCCc1nc2ccccc2s1,-21,0
C1=CC2(C=C1)OC21CCC2(C=CC3(C2)OC3C2CCCCC2)CC1 (stereo not given),11,-3
COc1cc(/C=C/C(=O)OCC(=O)Nc2ccccc2Cl)cc(OC)c1OC,-13,6
CN(C[C@H](Cc1ccccc1)N(C[C@H](c1ccccc1)N(CCc1ccccc1)N=O)N=O)N=O,-9,-8
CC(C)c1ccc(NC(=O)N2CCCC2C(=O)Nc2ccc(-n3cnnn3)cc2)cc1 (stereo not given),-6,-1
COc1ccc(Cl)cc1C(=O)O/N=C(\N)c1ccncc1,8,-7
Cc1noc(-c2ccc(Cl)cc2)c1C(=O)O/N=C(\N)c1ccc(C(C)(C)C)cc1,-12,-1
Cc1cc(C)c2ccc(/C=N/O)nc2c1O,3,3
COc1ccc(C(C)=O)cc1CSc1nc2ccccc2o1,-7,-2
Cc1cc(C)n2nc(C(=O)OCC(=O)Nc3ccc4c(c3)OC(F)(F)O4)nc2n1,-8,1
O=C(CCCNC(=O)c1ccc(Cl)cc1)Nc1ccc(S(=O)(=O)Nc2ncccn2)cc1,5,10
NS(=O)(=O)c1ccc(NC(=O)COc2ncnc3c2cnn3-c2ccccc2)cc1,1,-8
CN1CCN(c2ccc(CNS(=O)(=O)Cc3ccc(Cl)cc3)cc2)CC1,-26,11
O=C(CN1CCN(c2ccc(O)cc2)CC1)Nc1cc(S(=O)(=O)N2CCCCC2)ccc1Cl,5,-12
CCOc1ccccc1NC(=O)CNS(=O)(=O)c1ccc2nc(C)sc2c1,-8,-3
CCOC(=O)c1[nH]c2c(c1C)C(=O)CC(c1ccco1)C2 (stereo not given),38,-23
O=C(C1=C[C@@H](C2CCCCC2)C[C@@H](OCCCCO)O1)N1CCOCC1,-34,9
CC1=C(C)/C(=N\OS(=O)(=O)c2ccccc2)C=CC1=O,140,-84
COc1ccc(N/C(C)=C2/C(=O)C(=O)N(CCO)C2c2ccc([N+](=O)[O-])cc2)cc1 (stereo not given),-5,-4
CC1(C(=O)Nc2ccc3nc[nH]c3c2)CCN1C(=O)CCc1ccccc1 (stereo not given),-11,-2
CC1(C)CC(N(Cc2ccc(F)cc2)C(=O)c2ccc(F)cc2)CCO1 (stereo not given),-12,5
Cn1c2c(c(=O)n(C)c1=O)C(c1ccccc1Cl)C(C#N)=C(N)O2 (stereo not given),3,1
O=C(C1=C(O)C(=O)N(CCCn2ccnc2)C1c1ccc(F)cc1)c1ccco1 (stereo not given),-3,9
O=C1NC[C@H](Cc2ccc(O)cc2)N(CC2CCCCC2)C1=O,1,-5
CC(=O)n1cc(/C=N/NC(N)=S)c2ccccc21,14,6
Cc1ccc(C2(c3ccc(C)cc3)NC(=O)N(CC(=O)NCCCN3CCCC3=O)C2=O)cc1,6,0
COc1ccccc1NC(=O)c1cnc(SC)nc1,4,-8
O=C(CSc1nnc(Cn2c(=O)sc3ccccc32)n1-c1ccccc1)NCc1ccco1,-14,-2
COc1ccc2nc(SCC(=O)Nc3nccs3)[nH]c2c1,13,-1
CCOC(=O)c1c[nH]n(-c2ccc(C)cc2)c1=O,-16,7
CC1(NC(=O)CCS(=O)(=O)c2ccc(Cl)cc2)CCS(=O)(=O)C1 (stereo not given),-17,0
CCn1c(SCC(=O)Nc2nc(C)c(C(=O)OC)s2)nnc1C(C)C,-12,-2
O=C(O)c1cccc(S(=O)(=O)Nc2ccc([N+](=O)[O-])cc2O)c1,9,-5
CC(C)CC(=O)N1CCN(c2ccc([N+](=O)[O-])c(NCc3ccccc3)c2)CC1,12,-6
COc1ccccc1CNC(=O)COC(=O)c1nc(Cl)ccc1Cl,-13,-8
COc1ccc2[nH]c(C(=O)O)c(CCN3C(=O)c4cccc([N+](=O)[O-])c4C3=O)c2c1,-1,0
CCOC(=O)N1CCN(CC(O)COC2CC(C)CC(C)(C)C2)CC1 (stereo not given),-4,6
O=[N+]([O-])c1ccc(CN2CC(N3CCN(CC4CC4)CC3)CS2(=O)=O)cc1 (stereo not given),2,4
CCNC(=O)NC(=O)CSc1nc2ccccc2n1CC(C)C,2,-1
CCOCCOC(=O)c1ccc(-n2cnc(C)n2)nc1,9,2
O=C(NCCc1ccc(Cl)cc1)c1cccc(S(=O)(=O)N2CCCC2)c1,0,6
O=C(/C=C/c1cccs1)c1cc(Cl)ccc1O,-7,7
CC1CCN(c2c(NCC3CCC(C(=O)Nc4ccccn4)CC3)c(=O)c2=O)CC1 (stereo not given),11,-5

# Remaining list, next part.
SMILES,H9c2 TAG inh,H9c2 TAG inh DAPI viability
OCCCn1c(C2CCCN2c2nc(-c3ccc(Cl)cc3)cs2)nc2cc(C(F)(F)F)ccc21 (stereo not given),11,-5
COc1ccc(NC(=O)C(NC(=O)c2ccccc2)C(C)C)cc1 (stereo not given),2,1
C=CCSc1nc2ccccc2c2nc(-c3ccccc3)nn12,26,5
CCCNC(=O)C1(C)CCN1C(=O)Cc1ccc(C(C)(C)C)cc1 (stereo not given),-19,8
COc1ccc(-c2nc3cc(C)ccn3c2NCC2CCCO2)cc1OC (stereo not given),-1,5
O=C(O)CCCCCCCCCCC1CCC(O)C1O (stereo not given),6,5
COc1ccccc1NC(=O)c1c(NC(=O)CCC(=O)O)sc2c1CCCCC2,13,-7
Cc1cc(CN2CCCC(C(=O)Nc3ccc(-c4nc5ccccc5[nH]4)cc3)C2)n[nH]1 (stereo not given),28,-1
COc1cc(OC)cc(-n2nnnc2SCC(=O)Nc2ccc(C(C)=O)cc2)c1,-1,-3
O=C(CSCc1ccc([N+](=O)[O-])cc1)NC1CCCCCC1,-14,9

# 15 compounds from above, arranged by SMILES length, low to high:
SMILES,H9c2 TAG inh,H9c2 TAG inh DAPI viability
O=C(O)CCCCCCCCCCC1CCC(O)C1O (stereo not given),6,5
O=C(/C=C/c1cccs1)c1cc(Cl)ccc1O,-7,7
CCOCCOC(=O)c1ccc(-n2cnc(C)n2)nc1,9,2
CCNC(=O)NC(=O)CSc1nc2ccccc2n1CC(C)C,2,-1
COc1ccccc1CNC(=O)COC(=O)c1nc(Cl)ccc1Cl,-13,-8
COc1ccc(NC(=O)C(NC(=O)c2ccccc2)C(C)C)cc1 (stereo not given),2,1
CCOC(=O)N1CCN(CC(O)COC2CC(C)CC(C)(C)C2)CC1 (stereo not given),-4,6
COc1ccccc1NC(=O)c1c(NC(=O)CCC(=O)O)sc2c1CCCCC2,13,-7
COc1cc(OC)cc(-n2nnnc2SCC(=O)Nc2ccc(C(C)=O)cc2)c1,-1,-3
CC1CCN(c2c(NCC3CCC(C(=O)Nc4ccccn4)CC3)c(=O)c2=O)CC1 (stereo not given),11,-5
O=[N+]([O-])c1ccc(CN2CC(N3CCN(CC4CC4)CC3)CS2(=O)=O)cc1 (stereo not given),2,4
CC(C)CC(=O)N1CCN(c2ccc([N+](=O)[O-])c(NCc3ccccc3)c2)CC1,12,-6
Cc1cc(CN2CCCC(C(=O)Nc3ccc(-c4nc5ccccc5[nH]4)cc3)C2)n[nH]1 (stereo not given),28,-1
OCCCn1c(C2CCCN2c2nc(-c3ccc(Cl)cc3)cs2)nc2cc(C(F)(F)F)ccc21 (stereo not given),11,-5
COc1ccc2[nH]c(C(=O)O)c(CCN3C(=O)c4cccc([N+](=O)[O-])c4C3=O)c2c1,-1,0

# (continued)
SMILES,H9c2 TAG inh,H9c2 TAG inh DAPI viability
COC(=O)c1ccc(N2CCN(C)CC2)c(NC(=O)c2ccc(Br)o2)c1,0,1
COc1cc(OC)cc(OC(=O)C2CCN(S(=O)(=O)c3ccc(OC)c(OC)c3)CC2)c1,-9,5
Cc1nnc(NCc2ccccc2)c2ccccc12,-3,5
Cc1ccn2c(=O)c(NC(=O)c3cccc4ccccc34)c(C)nc2c1,-5,-5
CNc1nc(C)c(C#N)cc1C(C)=O,-31,2
CC(C)C(N)c1csc(NC(=O)Nc2ccc(OC(F)(F)F)cc2)n1 (stereo not given),93,-67
C[C@H](CO)N1C[C@H](C)[C@@H](CN(C)Cc2cccc(C(=O)O)c2)OCc2cnnn2CCCC1=O,-1,-6
CCN1CC(CN(C)Cc2nc(-c3ccc(C(F)(F)F)cc3)no2)CC1=O (stereo not given),-7,1
CN(C(=O)c1ccccc1C(=O)OCC(=O)c1ccc(F)cc1)c1ccccc1,-2,-1
Cc1ccc(S(=O)(=O)N2CCN(c3ccccn3)CC2)cc1,-2,6
Cc1cccc(NC(=O)C2CC(=O)OC23CCCC3)c1 (stereo not given),-18,-3
Nc1ncnc(Nc2cc(Cl)cc(Cl)c2)c1[N+](=O)[O-],3,2
COc1cccc(NC(=O)COC(=O)c2c(C)noc2C)c1,-8,2
CNCC(O)Cn1c(C(F)(F)F)nc2ccccc21 (stereo not given),11,-5
Cc1c(C(=O)NCc2ccc(C(C)C)cc2)sc(=O)n1Cc1cccc(F)c1,-23,-8
CC1OC(OC2C(CO)OC(OCC3OC(OC(=O)[C@@]45CCC(C)(C)C[C@@H]4C4=CC[C@@H]6[C@@]7(C)CCC(OC8OCC(O)C(O)C8OC8OC(C)C(O)C(O)C8O)[C@@](C)(CO)C7CC[C@@]6(C)[C@]4(C)CC5)C(O)C(O)C3O)C(O)C2O)C(O)C(O)C1O (stereo not given in full),3,-1
CC1CN(C(=O)c2ccccc2OCc2ccccc2Cl)CC(C)O1 (stereo not given),1,-3
CS(=O)(=O)c1ccccc1-c1nnc(NC(=O)c2ccco2)o1,-10,9
COc1cccc(NC(=O)CSc2nc(=O)n(CCN(C)C)c3c2CCCC3)c1,3,9
O=C1CN(C(=O)COC(=O)c2c(F)cccc2Cl)c2ccccc2N1,13,-3
CC(=O)N1CN(Cc2ccccn2)Cc2c1sc1c2CCCC1,16,-5
CCN(CC)C(CNC(=O)CSc1nnnn1-c1c(C)cccc1C)c1ccco1 (stereo not given),-6,3
O=C1/C(=C/c2ccco2)SC(=S)N1C1CCS(=O)(=O)C1 (stereo not given),2,7
Cc1c(C(=O)NCc2ccccn2)oc2c(Cl)cccc12,-3,-14
O=C(/C=C/c1cccs1)NNC(=O)c1ccccc1,-21,-1
CSc1ccc(OC2CCCCC2NS(=O)(=O)c2ccccc2)cc1 (stereo not given),4,-8
C/C(Cl)=C\Cn1c(O)c(N=O)c2ccccc21,-8,-1
O=C(Nc1cccc2ccccc12)c1cnccn1,3,-3
